# PAX8 reporter: inhibitors of PAX8-driven TPO luciferase reporter, primary screen, RMG-I cells, single concentration. inhibition, % at 12.6 µM. AID 652154, 2013. 360,000 compounds, 1.2% hits. SteadyGlo, 24 h;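 active = mean replicate inhibition at least 60% with every replicate also reaching 60%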;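 also: luciferase light reporting Pax8 driven TPO promoter activity; plate controls were median of neutral control wells for no effect and mitoxantrone controls for full effect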
# Cneo AK release: Cryptococcus neoformans cell lysis inducers, primary screen, AK release luminescence, single concentration; C. neoformans lysis, adenylate kinase release luminescence, 4 h; normalised: neutral wells 0, clomiphene wells 100; lysis activity, % at 15 µM; 360,000 compounds, 0.2% hits; AID 651654, 2012;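 active = mean lysis activity across replicates of at least 80%, whatever share of replicates individually reach that level; inactive = mean lysis activity below 80%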
#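 Test system: log-phase Cryptococcus neoformans yeast cells. Input: 5 × 10^6 yeast cells/mL. Medium: fresh YPD growth medium. Doses: single dose. Incubation: static 4 h at 37 °C with compound, 1 h detection. Measured by: luminescent adenylate kinase detection reagent. Read-out: signal increase indicating cell lysis. Benchmarks: Clomiphene.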
# FN deposition inh: inhibitors of fibronectin matrix deposition, primary screen, AH1F cells, Alexa488-fibronectin fluorescence, plate reader | 350,000 compounds, 0.086% hits | AH1F fibroblasts, overnight | inhibition, % at 12.6 µM;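 active = mean inhibition across replicates of 30% or more, regardless of how many single replicates reach that level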;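 also: positive control wells lacked labelled fibronectin entirely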
#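 Material: AH1F fibroblast monolayer depositing Alexa488-labelled fibronectin into matrix | Input: 10000 AH1F cells/well | Medium: DMEM plus 2% serum, read in PBS | Reagent: Alexa488-fibronectin, 24 nM final in well | Compound dosing: One dose per compound, pinned | Schedule: 1 h adhesion, overnight exposure | Measured by: Fluorescence at 485 nm excitation, 525 nm emission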
# miR122 inh: miR-122 Renilla sensor signal increase in Huh7, primary screen, miR-122 inhibitor project, cell-based, single point, plate reader | Huh7 miR-122 Renilla luciferase sensor, 48 h; neutral wells = 0, positive control = 100 | activation (reporter increase), % at 12.5 µM | 340,000 compounds, 0.3% hits;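 active = mean replicate activation score at least 90 and every replicate individually at or above 90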;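 also: higher luciferase means less miR-122 activity so hits act as miR-122 inhibitors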
# LGR2 inh: inhibitors of bursicon-induced LGR2 CRE-luciferase signal, primary screen, cell-based, HEK293, CRE-luciferase reporter, bursicon stimulation. Drosophila bursicon receptor LGR2 (rickets). bursicon-stimulated, 4 h. inhibition, % at 9.99 µM. 380,000 compounds, 0.35% hits. AID 720647, 2013;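 active = drop in luminescence signal, shown as inhibition above about 50% in the replicate tests, limit read from the data, passing the limit was not always enough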;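 also: agonist challenge used bursicon conditioned medium at about half maximal strength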
# PGC1a acetyl inh: inhibitors of PGC1a acetylation signal, primary screen, cell-based, U2OS, AlphaScreen, inhibitor mode; AID 651687, 2012; inhibition, % at 15.6 µM; 350,000 compounds, 0.17% hits; AlphaScreen anti-acetyl-lysine; with virally co-expressed GCN5 acetyltransferase;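 active = every replicate shows inhibition of at least 40%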;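 also: 0% = neutral control wells and 100% = positive control wells; some results beyond the cut were filed as inactive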
# EWS-Fli block: EWS/Fli-driven NR0B1 reporter inhibitors, primary screen, A673 cells, NR0B1 luciferase, luminescence, MLPCN library; inhibition, % at 12.6 µM; 350,000 compounds, 0.67% hits; viability-normalised;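 active = mean inhibition of at least 50% after viability correction, with every replicate also passing that limit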;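 also: firefly luciferase signal divided by Alamar Blue viability fluorescence both relative to DMSO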
# Casp6 inh: human caspase-6 inhibitors, primary screen, biochemical, VEID-R110 fluorescence, single point, set 2. P55212. purified caspase-6, Z-VEID-R110 cleavage fluorescence. inhibition, % at 12.5 µM. 350,000 compounds, 0.53% hits. AID 686996, 2013;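 active = mean inhibition across replicates at least about 35%, with every replicate also reaching that limit, limit read from the data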;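 also: 0% = median of neutral control wells and 100% = no fluorescence left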
# Target sequence (P55212 24-179 limits assumed): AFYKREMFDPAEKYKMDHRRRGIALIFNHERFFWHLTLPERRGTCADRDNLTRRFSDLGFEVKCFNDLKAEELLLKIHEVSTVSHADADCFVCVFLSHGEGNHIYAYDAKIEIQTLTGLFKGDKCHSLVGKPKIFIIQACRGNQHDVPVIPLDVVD
# Target sequence (P55212 194-293 limits assumed): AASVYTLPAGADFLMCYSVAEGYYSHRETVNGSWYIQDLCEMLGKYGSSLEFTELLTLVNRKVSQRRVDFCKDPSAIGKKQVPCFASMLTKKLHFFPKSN
# Starred values were filed as active, the others as inactive; x = no result given; & = joins results of further samples; ! = repeats disagree; [ ] = dose if it differs, or a comment.
smiles	PAX8 reporter	Cneo AK release	FN deposition inh	miR122 inh	LGR2 inh	PGC1a acetyl inh	EWS-Fli block	Casp6 inh
COc1cc(NC(=O)Nc2nc(C(N)Cc3ccc(C(F)(F)F)cc3)cs2)cc(OC)c1OC (centres undefined)	16	2	-3	-6	2	-16	2	1
COc1ccccc1N(CC(=O)NCCSC(C)(C)C)S(C)(=O)=O	x	1	x	-2	-1	x	8	0
COc1ccc(CCNC(=O)Cn2c(=O)n(CC3CCCO3)c(=O)c3ccccc32)cc1OC (centres undefined)	12	x	-2	-7	16	3	7	1
COc1cccc(NC(=O)Nc2cc(C)on2)c1	-37	-1	0	8	-40	-8	-53	0
C[C@H](CO)N1C[C@H](C)[C@H](CN(C)CC2CC2)Oc2cc(-c3cccc(F)c3)ccc2S1(=O)=O	x	0	-2	-13[16.7 µM]	9	-13	2	0
COc1ccccc1NS(=O)(=O)c1ccc(NC(=O)N2CCCCC2)cc1	8	1	1	x	26	x	12	6
Cc1sc(NC(=O)c2c(F)cccc2F)nc1-c1ccccc1	10	-1	1	9	4	1	-20	5
CCCN1[C@@H]2c3ccc(-c4ccccc4F)c(=O)n3C[C@@H]2[C@@H](CO)[C@@H]1C(=O)NCC	7	-4	x	5[16.7 µM]	-4	26	-2	-6
CC(=O)N1CCCC(C)(C(=O)Nc2ccc3oc(C)nc3c2)C1 (centres undefined)	-3	-5	-3	-3	8	0	-4	-1
Cc1nc(C(C)N(C)Cc2nc(Cc3ccccc3F)no2)c(C)s1 (centres undefined)	15	13	11	6	12	-8	-5	-2
Cc1ccc(C)c(OCCC(=O)OCC(=O)NCc2ccc(F)cc2)c1	-10	-1	x	-3	-8	5	-3	4
O=C(NCCCCc1ccccc1)C1CCCC1	-1	-10	-1	-1	-10	1	-21	1
O=C(NC1CCCCC1)N1C[C@@H]2N[C@H](C1)C2c1ccc(-c2cccc(F)c2)cc1 (some centres undefined)	63*!	x	6&8	x	-5&2	-8&8	-8&2	4&2
Cc1noc(C)c1NC(=O)N(C)C[C@H]1OCCCC[C@H](C)Oc2ccc(NS(=O)(=O)c3ccccc3)cc2C(=O)N([C@@H](C)CO)C[C@H]1C	-7	-2	5	9[16.7 µM]	-3	1	-12	-2
COc1ccc(C(C(=O)NC(C)(C)C)N(C(=O)CCC(=O)Nc2cc(C)on2)c2ccc3c(c2)OCCO3)cc1 (centres undefined)	4	2	-5	-4	3	5	0	6
Cc1nnc(SCC(=O)Nc2cc(S(=O)(=O)N3CCCC3)ccc2Cl)n1C1CC1	8	2	0	-3	-7	1	-1	-1

# 10 compounds already listed, sorted by length of the SMILES, falling.
smiles	PAX8 reporter	Cneo AK release	FN deposition inh	miR122 inh	LGR2 inh	PGC1a acetyl inh	EWS-Fli block	Casp6 inh
COc1ccc(C(C(=O)NC(C)(C)C)N(C(=O)CCC(=O)Nc2cc(C)on2)c2ccc3c(c2)OCCO3)cc1 (centres undefined)	4	2	-5	-4	3	5	0	6
CCCN1[C@@H]2c3ccc(-c4ccccc4F)c(=O)n3C[C@@H]2[C@@H](CO)[C@@H]1C(=O)NCC	7	-4	x	5[16.7 µM]	-4	26	-2	-6
O=C(NC1CCCCC1)N1C[C@@H]2N[C@H](C1)C2c1ccc(-c2cccc(F)c2)cc1 (some centres undefined)	63*!	x	6&8	x	-5&2	-8&8	-8&2	4&2
Cc1nnc(SCC(=O)Nc2cc(S(=O)(=O)N3CCCC3)ccc2Cl)n1C1CC1	8	2	0	-3	-7	1	-1	-1
COc1ccccc1NS(=O)(=O)c1ccc(NC(=O)N2CCCCC2)cc1	8	1	1	x	26	x	12	6
Cc1ccc(C)c(OCCC(=O)OCC(=O)NCc2ccc(F)cc2)c1	-10	-1	x	-3	-8	5	-3	4
CC(=O)N1CCCC(C)(C(=O)Nc2ccc3oc(C)nc3c2)C1 (centres undefined)	-3	-5	-3	-3	8	0	-4	-1
Cc1sc(NC(=O)c2c(F)cccc2F)nc1-c1ccccc1	10	-1	1	9	4	1	-20	5
COc1cccc(NC(=O)Nc2cc(C)on2)c1	-37	-1	0	8	-40	-8	-53	0
O=C(NCCCCc1ccccc1)C1CCCC1	-1	-10	-1	-1	-10	1	-21	1

# Ordered by count of non-hydrogen atoms (largest number first): three of the compounds above
smiles	PAX8 reporter	Cneo AK release	FN deposition inh	miR122 inh	LGR2 inh	PGC1a acetyl inh	EWS-Fli block	Casp6 inh
Cc1nnc(SCC(=O)Nc2cc(S(=O)(=O)N3CCCC3)ccc2Cl)n1C1CC1	8	2	0	-3	-7	1	-1	-1
Cc1nc(C(C)N(C)Cc2nc(Cc3ccccc3F)no2)c(C)s1 (centres undefined)	15	13	11	6	12	-8	-5	-2
CC(=O)N1CCCC(C)(C(=O)Nc2ccc3oc(C)nc3c2)C1 (centres undefined)	-3	-5	-3	-3	8	0	-4	-1

# Additional compounds follow.
# The line under a structure holds: PAX8 reporter, Cneo AK release, FN deposition inh, miR122 inh, LGR2 inh, PGC1a acetyl inh, EWS-Fli block, Casp6 inh
- CN(CC(=O)Nc1cccc(F)c1)C(=O)/C=C/c1ccc(S(=O)(=O)N2CCCCCC2)cc1
→ 25, -1, 5, -6, 10, -8, 5, -73
- O=C(C[C@H]1C[C@@H]2c3cc(NC(=O)Nc4ccccc4)ccc3O[C@@H]2[C@@H](CO)O1)NCc1ccccn1
→ -8, -4, 0, 1[16.7 µM], -17, 1, 2, -1
- Cc1[nH]c(C)c2c(=O)n(-c3ccccc3)ncc12
→ -1, -1, 8, -2, 8, -6, -5, 15
- N/C(=N\OC(=O)c1ccc([N+](=O)[O-])cc1)c1cccnc1
→ -3, 1, -6, -8, x, -1, -15, -2
- CC(C)c1ccc(NC(=O)CSc2nc(=O)n(CCCN3CCOCC3)c3c2CCCC3)cc1
→ 6, -1, 5, 9, -2, -13, 6, -4
- CC(=NNC(=O)c1cccc(S(=O)(=O)N2CCOCC2)c1)c1ccc(Cl)cc1
→ -3, x, 4, -4, -14, 6, 6, 1
- CC(=O)Nc1ccc(S(=O)(=O)N(C)CC(=O)OC(C)C(=O)N(C)C2CCCCC2)cc1 (centres undefined)
→ -16, 0, 4, -2, -1, 18, -13, -1
- CCOC(=O)C1(C)CCCCN1C(=O)c1cccs1 (centres undefined)
→ -1, -9, -5, -6, 5, 2, 0, 0
- COc1ccc(CNC(=O)C[C@H]2CC[C@@H](NS(=O)(=O)c3cccc(OC)c3)[C@H](CO)O2)cc1
→ x, -5, x, x, 6, -9, -1, 0
- COc1ccccc1NC(=O)c1sc(NC(=O)c2ccco2)c(C#N)c1C
→ x, x, x, 5, 6, -4, -8, 5
- O=C(C[C@@H]1C=C[C@H](NC(=O)c2ccccn2)[C@@H](CO)O1)NCc1cc(F)cc(F)c1
→ -3, 0, x, x, 0, 3, -3, 1
- C/C(=N\NC(N)=S)c1ccc2c(c1)OCCO2
→ -8, x, 4, x, 1, x, -26, -3
- CC(=O)Nc1ccc(NC(=O)Cc2sc(C)nc2-c2ccc(C)cc2)cc1
→ 3, x, 1, x, 2, x, 11, -4
- CCCN(C)C[C@H]1OCCCC[C@H](C)Oc2ccc(NC(=O)Nc3ccc4c(c3)OCO4)cc2C(=O)N([C@@H](C)CO)C[C@@H]1C
→ 7, 54, x, -9[16.7 µM], 11, -16, 7, 0
- CCc1nc2ccc(C(=O)N(C)CCCN(C)C)cn2c1N(CC)CCOC
→ -12, -2, -6, 0, -14, x, 2, -8
- COC(=O)C[C@H]1C=C[C@@H](NS(=O)(=O)c2ccccc2F)[C@@H](CO)O1
→ 7, -4, 4, -1[16.7 µM], -14, 7, 3, -1
